# High-throughput results as filed in PubChem BioAssay.
# ELG1 repair inh – qHTS screen for small molecules that inhibit ELG1-dependent DNA repair in human embryonic kidney (HEK293T) cells expressing luciferase-tagged ELG1; hit rate 2.3% among 330,000; Potency, µM (titrated, usually from 46.1 µM), for the others: at the highest dose activity change, negative = inhibition, usual class: inhibitors; HEK293T ELG1-luciferase reporter, luminescence, 16 h; DNA damage induced by 5-fluorouridine; AID 504467, 2011; further: potency means the concentration at half of the fitted maximal effect; on the % scale 0 is the no-effect control and ±100 the full control effect; nearly all actives have a fitted effect of over 55% in size
#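 5-Fluorouridine DNA damage + compound/DMSO, 2,000 cells/well, 16 h, 37 °C/5% CO2. ONE-Glo, 30 min RT, luminescence. Readout = decrease in reporter signal.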
# B2AR arrestin – qHTS assay of beta-arrestin-biased ligands of beta2-adrenergic receptor; beta-arrestin recruitment to beta2AR, cell-based reporter; hit rate 0.02% among 330,000; Potency, µM (series often up to 46.1 µM), for the others: top-dose activation, hits mostly activators;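 further: potency means the concentration at half of the fitted maximal effect; 0% = DMSO controls and full agonism = EC100 isoproterenol or metaproterenol; nearly all actives have a fitted effect of over 65% in size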
# Target sequence (P07550 whole entry, looked up): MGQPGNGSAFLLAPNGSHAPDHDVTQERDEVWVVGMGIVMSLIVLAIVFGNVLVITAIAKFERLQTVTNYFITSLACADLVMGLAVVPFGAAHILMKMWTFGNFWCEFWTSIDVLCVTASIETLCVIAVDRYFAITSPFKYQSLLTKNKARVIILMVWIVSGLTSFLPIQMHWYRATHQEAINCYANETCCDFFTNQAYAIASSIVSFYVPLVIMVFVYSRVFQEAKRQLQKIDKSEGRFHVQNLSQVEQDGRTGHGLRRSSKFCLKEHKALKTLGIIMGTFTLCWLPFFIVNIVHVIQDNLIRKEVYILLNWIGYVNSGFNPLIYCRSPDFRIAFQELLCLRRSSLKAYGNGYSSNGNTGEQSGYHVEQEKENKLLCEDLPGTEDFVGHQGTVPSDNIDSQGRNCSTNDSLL
# PTAP TSG101 blk – qHTS Assay for Iinhibitors of HIV-1 Budding by Blocking the Interaction of PTAP/TSG101 | Fluorescence polarization, FITC-PTAP peptide / Tsg101 binding | Potency, µM (titrated, usually from 115 µM), inactives show top-dose activity change, negative = inhibition, hits mostly inhibitors | 340,000 tested, under 10 active | AID 493005, 2010; active means well fitted inhibition curve with a large enough effect in the main read-out, with a control signal flat, not every such curve was filed as active; inconclusive means small, poorly fitted or top-dose-only effect, or effect the other way, or a change in a side signal; inactive means no such curve, though single readings can be large or run the other way; further: potency means the concentration at half of the fitted maximal effect; % of control where 0% means no effect
# Target sequence (Q99816 whole entry, looked up): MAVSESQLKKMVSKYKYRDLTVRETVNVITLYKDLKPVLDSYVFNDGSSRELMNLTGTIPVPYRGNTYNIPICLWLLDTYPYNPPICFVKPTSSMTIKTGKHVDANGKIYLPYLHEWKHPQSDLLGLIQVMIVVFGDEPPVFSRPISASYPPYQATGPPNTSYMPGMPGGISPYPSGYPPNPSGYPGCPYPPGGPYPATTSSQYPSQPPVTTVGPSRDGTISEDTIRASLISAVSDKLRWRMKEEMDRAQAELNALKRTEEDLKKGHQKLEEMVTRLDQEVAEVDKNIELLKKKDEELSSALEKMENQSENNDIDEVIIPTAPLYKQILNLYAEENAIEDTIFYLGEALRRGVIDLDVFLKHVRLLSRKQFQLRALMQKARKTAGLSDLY
#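 Fluorescence anisotropy tracks displacement of a FITC-tagged PTAP peptide (50 nM) from the Tsg101 binding domain (10 uM), following a 20 min room-temperature incubation at pH 7.5.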
# CXXC DNA block – qHTS Fluorescence Polarization Assay for Inhibitors of MLL CXXC domain - DNA interaction; hit rate 0.037% among 290,000; Potency, µM (doses to about 115 µM), for the others: at the highest dose activity change, negative = inhibition, actives largely listed as inhibitors; MLL-CXXC / FITC-HOXA9 DNA fluorescence polarization; active means well fitted inhibition curve with a large enough effect in the polarisation, with a control signal flat, not every such curve was filed as active; inconclusive means small, poorly fitted or top-dose-only effect, or effect the other way, or a change in a side signal; inactive means no such curve, though single readings can be large or run the other way; the % refers to the polarisation; further: potency means the concentration at half of the fitted maximal effect
#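 Fluorescence polarization: 7 uM MLL-CXXC (stock) preincubated 5 min with compounds, then 50 nM fluorescein-HOX-A9 DNA (stock) added; 30 min ambient. Buffer 50 mM Tris-HCl pH 7.5, 50 mM NaCl, 1 mM DTT, 0.05% BSA.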
# TCR act – Activators of T cell receptors: qHTS campaign; AID 504894, 2011; Potency, µM (top dose mostly 9.22 µM), inactives show at the highest dose activation of IL-2 secretion, usual class: activators; primary human leukocytes, anti-CD3, IL-2 HTRF, 48 h; 330,000 tested, under 10 active; further: % of control where 0% means no effect
#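 Compounds are tested in HTS on primary human leukocytes co-incubated with a-CD3 beads for 48 hr. IL-2 output is measured by time-resolved FRET.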
# TRPV1 ag – HTS Assay for Compounds that Act as Agonists of the Vanilloid Receptor 1. TRPV1-expressing cells, Fluo-8 calcium influx, agonist mode. activation, % at 8.33 µM. hit rate 0.19% among 320,000. Transient receptor potential cation channel subfamily V member 1 (Homo sapiens), Q8NER1; in the data active means activation above about 80%; inconclusive means between about 30% and that limit; further: 0% is about no effect
#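 Fluo-8 calcium influx in TRPV1-expressing cells, kinetic read (ex 480/em 520 nm). Compound added and read 3 min for agonist activity, followed by capsaicin at EC20 final and 2 min further read for enhancement.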
# p53 reactivator – qHTS assay for re-activators of p53 using a Luc reporter. H1299 p53-A138V BP100-luciferase reporter, luminescence, 24 h. Potency, µM (top dose mostly 92.2 µM), for inactives: at the highest dose activity change, positive = activation, most hits filed as activators. hit rate 0.063% among 320,000; further: potency means the concentration at half of the fitted maximal effect; % of control where 0% means no effect; nearly all actives have a fitted effect of over 45% in size
#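 p53-null H1299 cells stably carrying temperature-sensitive p53-A138V and a BP100-luciferase reporter were pinned with compounds (4-point, 1:5 series) and held 24 hrs at 37 deg C. Luminescence was read 10 min after detection reagent.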
# a7 integrin act – qHTS for Activators of Integrin-Mediated Alleviation for Muscular Dystrophy; hit rate 0.064% among 350,000; Potency, µM (highest dose often 38.3 µM), for the others: at the top dose activation, hits mostly activators; AID 624291, 2012; alpha7betagal myoblasts, beta-gal FDG fluorescence, 48 h;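 further: potency means the concentration at half of the fitted maximal effect; 100% = response of the positive control SU9516; nearly all actives have a fitted effect of over 60% in size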
#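 alpha7betagal+/- myoblasts (passage 13, 250/well) treated 48 h at 37C with compounds at 1:260 dilution of DMSO stock. Lysed, then beta-galactosidase activity read as FDG fluorescence (ex 480/em 540) after 30 min, with pre-read for autofluorescence.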
# BRCA1 expr act – qHTS Assay to Identify Small Molecule Activators of BRCA1 Expression | hit rate 1.1% among 380,000 | Potency, µM (highest dose often 46.1 µM), without a hit: top-dose activation, actives largely listed as activators | MCF7-BRCA1-FFLuc reporter, luminescence, 48 h; response scale: scaled: vehicle 0%, 10 µM genistein 100%; further: potency means the concentration at half of the fitted maximal effect; nearly all actives have a fitted effect of over 80% in size; some results filed as inactive show a strong effect at the top dose
#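 MCF7 cells carrying a BRCA1-firefly luciferase reporter (2000 cells/well, phenol-red free MEM) were attached for 2 h at 37 °C, then given compounds for 48 h. Luminescence was read 15 min after luciferase reagent; activity normalized to genistein (10 microM) and DMSO.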
# AT treatment – qHTS Assay for Identifying a Potential Treatment of Ataxia-Telangiectasia; […] A-T fibroblasts, KAP-1 phosphorylation AlphaLISA; neocarzinostatin DNA damage 30 min before lysis; Potency, µM (doses to about 57.5 µM), without a hit: top-dose activation, actives largely listed as activators; hit rate 0.19% among 320,000; AID 485349, 2010; further: potency means the concentration at half of the fitted maximal effect; % of control where 0% means no effect; nearly all actives have a fitted effect of over 45% in size
#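 hTERT-immortalized A-T patient fibroblasts ([…]), 500 cells/well in OPTI-MEM, 1% FBS, got compounds for 60 min, then NCS for 30 min at 37C. Lysates were then assayed for phospho-KAP-1 by AlphaLISA (anti-pKAP1 donor, anti-KAP1 acceptor beads), 6 hr at 25C.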
# Active calls of the source: *; ? = inconclusive; · = not tested or not shown; [ ] = another dose, or the depositor's remark. Unless noted, the call rests on the fitted dose curve; in most records, active means well fitted curve in the direction sought with a large enough effect; inconclusive means small, poorly fitted or top-dose-only effect, or another doubt; inactive means no such curve, though single readings can be large; an effect the other way counts as inactive or inconclusive.
SMILES,ELG1 repair inh,B2AR arrestin,PTAP TSG101 blk,CXXC DNA block,TCR act,TRPV1 ag,p53 reactivator,a7 integrin act,BRCA1 expr act,AT treatment
CCN(CC)c1ccc(/C=N/NC(=O)c2ccoc2C)cc1,?,0.0%,-2%,-5%,-1%,?,2%,14%,5%,-5%
COc1ccc(C(=O)CSc2nnc3ccc(-c4ccccn4)nn23)cc1,5%,0.2%,0%,8%,-1%,-4,-1%,0%,0%,-1%
O=C(NNc1nc(N2CCCC2)nc(N2CCCC2)n1)c1ccccc1,·,·,-3%,·,-3%,·,·,-41%,-24%,·
COc1ccc(Nc2ccc(N3C(=O)CCC3=O)cc2[N+](=O)[O-])cn1,1%,0.2%,-6%,-1%,-5%,1,-2%,-19%,0%,3%
CC(C)C(=O)Nc1c2c(nn1-c1ccc(F)cc1)CS(=O)(=O)C2,-1%,0.2%,-1%,6%,7%,2,12%,-4%,-1%,-2%
O=C(Cn1c(=O)oc2cc(S(=O)(=O)N3CCCC3)ccc21)N1CCCC1,4%,-0.1%,3%,8%,-1%,-1,-1%,-6%,3%,14%
CN(C)/C=C/c1onc(-c2ccccc2Cl)c1C#N,?,0.2%,-9%,7%,2%,7,10%,-7%,51%,3%
O=C(Nc1cccnc1)c1ccc(S(=O)(=O)N2CCCCCC2)cc1,?,-1.4%,-5%,1%,-22%,?,-3%,11%,11%,·
O=C(/C=C/Nc1ccc(S(=O)(=O)Nc2ncccn2)cc1)c1cccs1,0%,-0.1%,1%,-3%,-4%,0,1%,-2%,6%,-3%
N#Cc1ccc(C(=O)OCCc2cc3ccccc3c(=O)o2)cc1,21%,0.0%,·,·,2%,4,-7%,-21%,4%,10%
CCOC(=O)c1c(NC(=O)/C=C/C(=O)O)sc(C)c1-c1ccc(Cl)cc1,-8%,-0.3%,-12%,24%,6%,-2,-10%,2%,-74%,3%
Cc1ccccc1OCCC(=O)OCC(=O)NNC(=O)c1cccs1,12%,0.5%,-3%,·,-1%,-2,6%,0%,-9%,2%
CCS(=O)(=O)c1ccc2c(c1)N(S(=O)(=O)c1ccccc1)CC(C(=O)O)O2 (stereo not given),?,-1.0%,-2%,3%,-5%,-2,-3%,-4%,3%,-5%
c1coc(CSc2ncnc3c2oc2ccccc23)c1,?,-0.7%,-3%,12%,-44%,?,12%,11%,11%,-2%
COc1ccc(NC(=O)Cc2nnc(N)s2)cc1,?,0.2%,1%,0%,6%,-3,1%,-10%,-11%,-3%
COc1ccc(/C=N/NC(=O)c2ccc(Br)cc2)c(OC)c1,3%,-0.2%,0%,3%,3%,-2,6%,3%,15%,4%
Cc1[nH]c(=O)[nH]c(=O)c1S(=O)(=O)N1CCCC(C(=O)NCCc2ccccc2)C1 (stereo not given),1%,0.3%,2%,14%,2%,0,-2%,8%,9%,8%
COc1cccc(C(=O)Nc2nnc(S(=O)(=O)N(C)Cc3ccc(F)cc3)s2)c1,2%,0.1%,1%,8%,8%,2,-4%,11%,-11%,-2%
O=C(CN1C(=O)CC(c2ccccc2)=Nc2ccccc21)NC1CCCCC1,-10%,0.0%,-6%,6%,-5%,14,-8%,24%,-14%,-4%
CC(=O)Nc1ccc(NC(=O)C(C)n2c3ccccc3c3nc(=O)cc(C)n32)cc1 (stereo not given),-13%,-0.3%,0%,1%,2%,-7,-2%,2%,-30%,0%
CCc1ccc(NC(=O)CC2C(=O)Nc3c2c(=O)n(C)c(=O)n3C)cc1 (stereo not given),7%,-1.8%,-8%,-1%,7%,-2,11%,0%[7.66 µM],-3%,5%
COc1ccc(Cc2nnc(NC(=O)c3ccc(OC)c(OC)c3)s2)cc1OC,3%,-0.2%,-3%,3%,-2%,9,0%,-20%,0%,-1%
CCOC(=O)c1nn(-c2ccccc2)c2nc(-c3ccc(OC)cc3)c(C#N)c(=O)n12,-19%,-1.8%,0%,-7%,0%[46.1 µM],-1,-6%,18%,-31%,10%
CC(C)Cn1c(SCC(=O)N2CCN(C(=O)c3ccco3)CC2)nc2ccccc2c1=O,-24%,-1.0%,-5%,-6%,14%,19,-5%,6%,-5%,-13%
Cc1ccc(N(CC(=O)NCCSc2nc3ccccc3s2)S(=O)(=O)c2ccccc2)c(C)c1,?,3.9%,-4%,2%,0%[46.1 µM],13,4%,-32%,-71%,5%
COc1cccc(/C=N/NC(=O)C(C)n2nc(C)c([N+](=O)[O-])c2C)c1O (stereo not given),17%,-0.5%,-2%,1%,1%[46.1 µM],1,?,-10%,-76%,-1%
CC1CN(C(=O)CN(C)S(=O)(=O)c2ccc3ccccc3c2)CC(C)O1 (stereo not given),-2%,-0.5%,-5%,-5%,13%,0,3%,1%,9%,-4%
Cc1ccccc1NC(=O)Cc1nnc(SCC(=O)N2CCN(c3ccccc3)CC2)n1C,4%,-0.1%,-2%,-2%,2%,0,-3%,0%,-14%,0%
CS(=O)(=O)NCc1ccc(C(=O)NCc2ccccc2)cc1,2%,-0.8%,-4%,5%,-1%,3,-2%,38%,-2%,6%
Cc1cc(C)n(CC(=O)N/N=C/c2cc(Br)cc([N+](=O)[O-])c2O)n1,?,0.5%,-15%,·,-3%,-6,-2%,-9%,-40%,-1%
CCCCNC(=O)CSc1nc(COc2ccccc2)nc2ccccc12,-19%,0.1%,3%,6%,7%,?,-6%,11%,0%,6%
S=C1Cc2ccccc2C(c2ccc(Cl)cc2)N1 (stereo not given),-14%,5.0%,-7%,?,-2%,13,0%,21%,-27%,7%
Cc1cc(=O)oc2cc(OCC#N)ccc12,-8%,-0.4%,-3%,-4%,-1%,-3,-1%,20%,10%,11%
O=C(COC(=O)/C=C/c1cccc(C(F)(F)F)c1)NCc1ccc(F)cc1,0%,0.3%,-1%,-1%,-2%[46.1 µM],?,2%,4%,-4%,-8%
c1csc(CCNc2ncnc3sc4c(c23)CCC4)c1,?,-0.6%,-5%,7%,5%,?,-1%,-23%,-27%,5%
Cc1ccc(P(=Nc2ccccc2)(N2CCOCC2)N2CCOCC2)o1,?,0.5%,-3%,8%,-7%,2,14%,33%,7%,-1%
O=c1c(Cl)c(NC2CC2)cnn1-c1ccccc1,?,0.0%,-6%,-2%,-3%,-2,10%,11%,75%,0%
O=C(NCCc1nc2ccccc2[nH]1)Nc1ccccc1,?,-0.3%,-5%,0%,1%,-5,2%,-7%[7.66 µM],-7%,8%
COc1ccc(NC(=O)Cn2nnc(C(=O)NCCc3ccc(OC)c(OC)c3)c2N)cc1,0%,-0.2%,-6%,-1%,0%,-2,-19%,-34%,1%,-5%
NC(=O)CC(NC(=O)Cc1ccc(Br)cc1)c1ccc(NC2CCC2)c([N+](=O)[O-])c1 (stereo not given),-2%,-0.2%,-6%,-10%,-3%,-1,-6%,8%,-3%,-59%[inhibitor]
COc1ccc(C2=NOC(Cn3nc(-c4ccccc4)cc3C(=O)NCc3cccs3)C2)cc1 (stereo not given),12µM*,-0.2%,0%,·,1%,·,1%,4%,0%,-7%
CCOC(=O)C1=C(COC(=O)Cc2ccccc2F)NC(=O)NC1C (stereo not given),29%,0.0%,-4%,·,-14%,28,2%,26%,-3%,-5%
CCc1ccc(NC(=O)c2cc(S(=O)(=O)N3CCCC3)c[nH]2)cc1,-26%,0.4%,-6%,-5%,0%,?,2%,-23%,-45%,1%
NC(=O)CC(NC(=O)Cc1cccc2ccccc12)c1ccc(N2CCC(N3CCCCC3)CC2)c([N+](=O)[O-])c1 (stereo not given),1%,-0.7%,-4%,-4%,19%,0,16%,-21%,-6%,-6%

# At a glance, 3 of the compounds above.
SMILES,ELG1 repair inh,B2AR arrestin,PTAP TSG101 blk,CXXC DNA block,TCR act,TRPV1 ag,p53 reactivator,a7 integrin act,BRCA1 expr act,AT treatment
CCOC(=O)C1=C(COC(=O)Cc2ccccc2F)NC(=O)NC1C (stereo not given),29%,0.0%,-4%,·,-14%,28,2%,26%,-3%,-5%
CCc1ccc(NC(=O)c2cc(S(=O)(=O)N3CCCC3)c[nH]2)cc1,-26%,0.4%,-6%,-5%,0%,?,2%,-23%,-45%,1%
NC(=O)CC(NC(=O)Cc1cccc2ccccc12)c1ccc(N2CCC(N3CCCCC3)CC2)c([N+](=O)[O-])c1 (stereo not given),1%,-0.7%,-4%,-4%,19%,0,16%,-21%,-6%,-6%
